# Screens (PubChem BioAssay)
# Lamin A splicing – changes lamin A minigene splicing in HeLa cells; AID 1487; hit rate 0.01% among 200,000; Potency, µM (highest dose often 46.1 µM), for the others: top-dose ratio change, negative = inhibition, hits mostly inhibitors; HeLa LMNA splicing GFP/RFP minigene ratio, 48 h; active = well fitted inhibition curve with a large enough effect in the signal ratio, with a control signal flat, not every such curve was filed as active; inconclusive = small, poorly fitted or top-dose-only effect, or effect the other way, or a change in a side signal; the % refers to the signal ratio; note: potency is the fitted concentration of half-maximal effect; % is set by controls: 0 for no effect and ±100 for the full control effect
#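 Read-out is the ratio of GFP to DsRed2 object intensity, acquired by 488 nm laser-scanning cytometry on HeLa lamin A-EGFP minigene reporter cells. Compound incubation 48 hrs at 37 °C in Opti-MEM with 2% FBS; DMSO 0.5% final.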
# NPSR antag – neuropeptide S receptor (human) antagonism, cAMP; CHO-NPSR cells, cAMP TR-FRET, antagonist mode; Potency, µM (series often up to 38.3 µM), without a hit: at the top dose activity change, negative = inhibition, actives largely listed as inhibitors; hit rate 1% among 220,000; note: potency is the fitted concentration of half-maximal effect; % is set by controls: 0 for no effect and ±100 for the full control effect; nearly all actives have a fitted effect of over 50% in size; many of its hits are not listed in these tables
# Target sequence (Q6W5P4 whole entry, looked up): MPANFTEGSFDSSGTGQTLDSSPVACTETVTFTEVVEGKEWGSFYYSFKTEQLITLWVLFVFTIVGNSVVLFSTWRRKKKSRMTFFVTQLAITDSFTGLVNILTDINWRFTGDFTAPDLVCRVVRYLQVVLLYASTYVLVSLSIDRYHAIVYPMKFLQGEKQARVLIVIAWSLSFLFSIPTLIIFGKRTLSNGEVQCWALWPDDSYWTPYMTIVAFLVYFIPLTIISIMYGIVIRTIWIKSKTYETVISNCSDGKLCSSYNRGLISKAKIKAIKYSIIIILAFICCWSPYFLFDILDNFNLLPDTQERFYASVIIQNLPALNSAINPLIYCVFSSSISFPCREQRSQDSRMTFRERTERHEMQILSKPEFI
# GLA spleen mod – inhibitors or activators of human alpha-galactosidase in spleen homogenate. P06280. human spleen homogenate, 4MU-alpha-Gal fluorescence, 40 min. Potency, µM (doses to about 80 µM), for the others: at the highest dose activity change, negative = inhibition, actives largely listed as inhibitors. hit rate 0.008% among 240,000. AID 2107;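 note: potency is the fitted concentration of half-maximal effect; 0% = enzyme with vehicle and -100% = no enzyme basal signal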
# Target sequence (P06280 32-429 limits assumed): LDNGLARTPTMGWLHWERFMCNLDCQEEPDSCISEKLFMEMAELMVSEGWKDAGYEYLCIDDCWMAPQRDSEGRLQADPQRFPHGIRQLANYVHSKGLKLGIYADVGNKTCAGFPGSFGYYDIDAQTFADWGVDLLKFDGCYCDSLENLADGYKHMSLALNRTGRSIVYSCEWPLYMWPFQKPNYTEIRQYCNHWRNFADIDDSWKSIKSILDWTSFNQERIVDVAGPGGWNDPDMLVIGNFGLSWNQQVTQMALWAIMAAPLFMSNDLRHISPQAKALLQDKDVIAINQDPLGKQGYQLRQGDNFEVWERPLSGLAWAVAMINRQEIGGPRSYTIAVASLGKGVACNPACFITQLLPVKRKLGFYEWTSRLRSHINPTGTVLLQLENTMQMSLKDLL
#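 qHTS titration in buffer at pH 5.0. Alpha-galactosidase activity in spleen homogenate was measured via 4-methylumbelliferone release from 1 mM fluorogenic substrate after 40 min at 37C and a pH 10 stop. AC50 came from Hill fits of control-normalized data.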
# CBFb-RUNX1 inh – inhibitors of human CBF-beta and RUNX1 interaction | Q01196+Q13951 | AlphaScreen CBFb-His/RUNX1-biotin binding, biochemical | Potency, µM (series often up to 59.8 µM), without a hit: at the top dose activity, negative = inhibition, most hits filed as inhibitors | 230,000 tested, under 10 active; note: % of control where 0% means no effect
#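 CBF-beta (His) and RUNX1 (biotin), 30 nM each; 20 min preassociation; + compound, 15 min; + beads 50 ng each (Ni, streptavidin), 90 min; RT; AlphaScreen read.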
# IMPase Li inh – cell-permeable IMPase inhibitors with lithium potentiation; CHO-M1 cells, IP1 TR-FRET (IP-One), carbachol + lithium; Potency, µM (top dose mostly 59.4 µM), for the others: top-dose activity, negative = IMPase inhibition, usual class: inhibitors; hit rate 0.35% among 210,000; AID 1457;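 note: IP1 builds up when IMPase is blocked and the TR-FRET signal falls; potency is the fitted concentration of half-maximal effect; plate controls were basal vehicle for no effect and high inhibitor control for full effect; nearly all actives have a fitted effect of over 50% in size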
#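 CHO cells stably expressing M1 receptor (2000/well, cultured 16–30 h) treated 30 min at 37C with compound plus low lithium. Cytosolic IP1 by TR-FRET (665/620 ratio and 620 channel) after 10 min lysis; AC50 by Hill fit.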
# Epigenetic derep – epigenetic control regulation, reporter derepression. murine LDR cells, GFP reporter derepression, 30 h. Potency, µM (highest dose often 53.9 µM), for the others: at the top dose GFP activation, usual class: activators. hit rate 0.2% among 280,000. AID 1865; note: potency is the fitted concentration of half-maximal effect; % of control where 0% means no effect; nearly all actives have a fitted effect of over 60% in size
#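 In this reporter-derepression format, murine cells bearing a silenced integrated CMV-GFP locus incubate with test compound (30 h, 37 C), then are washed and imaged; fluorescent objects of 20–120 um count as induced cells.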
# Luc counter – Kinase-Glo luciferase inhibition (counter-screen) | Kinase-Glo luciferase, ATP luminescence, 8 min | Potency, µM (highest dose often 38.3 µM), inactives show at the top dose activity change, negative = inhibition, usual class: inhibitors | hit rate 0.28% among 200,000 | AID 1379; note: potency is the fitted concentration of half-maximal effect; % is set by controls: 0 for no effect and ±100 for the full control effect; nearly all actives have a fitted effect of over 60% in size
#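 Recombinant Kinase-Glo luciferase, 10 uM ATP (linear range), luciferin; imidazole pH 7.2 / KCl / MgCl2 / Tween / BSA buffer; 8 min RT; luminescence.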
# * hit, by the source's call; ? = inconclusive; / = no result given; & = joins results of further samples; [ ] = dose if it differs, or a comment. Unless noted, calls come from the whole dose curve; as a rule, active = well fitted curve in the direction sought with a large enough effect; inconclusive = small, poorly fitted or top-dose-only effect, or another doubt; inactive = no such curve, though single readings can be large; an effect the other way counts as inactive or inconclusive. These rows are one share of the data. The share of hits here may be higher or lower than overall.
SMILES,Lamin A splicing,NPSR antag,GLA spleen mod,CBFb-RUNX1 inh,IMPase Li inh,Epigenetic derep,Luc counter
CC(C)CN1CCC2(CC1)CCN(S(=O)(=O)c1ccccc1)CC2,/,/,-5%,/,26%,/,2%
CC1=CC(=O)[C@H]2C(C)(C)CCC[C@]2(C)[C@@]1(O)CO,/,-14%,-2%,3%,-4%,-0.7%,/
O=C(CN1CC(=O)Nc2ccccc21)NCCc1ccc(Cl)cc1Cl,/,-6%,7%,-1%,-1%,1.0%,1%
COc1cc(C(=O)NCC(=O)N/N=C/c2ccc(OC(=O)c3ccco3)cc2)cc(OC)c1OC,/,-1%,-8%,4%,7%,1.1%,2%
CC1(C)CC(=O)C(C2C3=C(CC(C)(C)CC3=O)OC3=C2C(=O)CC(C)(C)C3)=C(O)C1,/,5%,4%,1%,/,-0.9%,/
O=c1c(-c2cccc(Cl)c2)nc2cncnc2n1Cc1ccccc1,?,/,2%,/,2%,/,/
Cn1c(=O)c2c(nc(NCc3ccco3)n2CCc2ccccc2)n(C)c1=O,?,-8%[46.1 µM],-6%,-6%,5%[38.3 µM],-0.5%,15%
CCN1C(=O)N[C@@H](c2ccco2)C(C(C)=O)=C1C,4%[9.22 µM],/,1%[17.5 µM],1%[13.1 µM],4%,/,-1%[7.66 µM]
COC(=O)c1c(NC(=O)COC(=O)CCc2ccc(S(=O)(=O)N3CCOCC3)cc2)sc2c1CCC2,-4%,-2%,5%,-13%,2%,-0.9%,-3%
CCC[N+]1(CC#CC2(O)CCCCC2)CCOCC1,/,16%,2%,0%,-1%,-0.9%,8%
O=c1[nH]c(-c2ccccc2)c(-c2ccccc2)[nH]1,4%,-6%[46.1 µM],8%,-2%,-7%[38.3 µM],1.4%,-8%
O=C(Cn1cnc2ccccc21)N/N=C/c1ccccn1,-9%[0.0737 µM],1%[46.1 µM],7%,-3%,-1%[38.3 µM],-1.8%,-2%
CC1CCCCC1NC(=O)Cn1[nH]c(=O)c2ccccc2c1=O (stereo not given),15%,-4%[46.1 µM],-2%,11%,6%[38.3 µM],-1.4%,3%
C/C(=N\NC1=NCCN1)c1ccc(Cl)cc1,/,28%,4%,2%,/,0.1%,/
O=C(NCCCN1CCOCC1)c1ccc(N2CCCC2)c([N+](=O)[O-])c1,?,5%,1%,2%,6%,3.1%,1%
Cn1cc(CN2CCCC(C(=O)c3cccs3)C2)c(-c2cccc(Cl)c2)n1 (stereo not given),0%[46 µM],20%,3%,3%,12%,2.1%,2%
Cc1ccc(-c2csnn2)cc1,29%[46 µM],-17%,7%,-5%,/,0.0%,/
O=C(O)CCC(=O)Nc1ccc(S(=O)(=O)Nc2nccs2)cc1,?,4%,-5%,7%,5%&-1%&-13%,1.3%,-1%
Cc1cccc(C2(c3cccc(C)c3)CC2C(=O)NCC2CCCO2)c1 (stereo not given),7%,-12%,-14%,-1%,-1%,-1.8%,3%
CCOc1ccc(NC(=O)CSc2nnc(Cn3cnc([N+](=O)[O-])n3)n2C)cc1,-21%,13%,-2%,0%,-9%,0.0%,2%
O=c1cc[nH]c(=S)[nH]1,/,/,15%,2%,9%,-1.3%,-12%
Cc1cc(C)n(-c2ccc3cccc(NS(C)(=O)=O)c3n2)n1,?,-5%[46.1 µM],9%,2%,33%[activator][38.3 µM],-1.0%,0%
Cc1ccccc1-c1cc(NCc2ccccc2)ncn1,?,/,-2%,/,4%,/,/
CCOC(=O)c1c(C)[nH]c(C)c1C(=O)COC(=O)CNC(=O)C1CCCCC1,0%[46 µM],6%,0%,-8%,7%,-1.7%,0%
O=S(=O)(NCc1ccncc1)c1ccc(S(=O)(=O)NCC2CCCO2)cc1 (stereo not given),?,10%[46.1 µM],-17%,-1%,2%[38.3 µM],0.3%,4%
# (listing goes on)
SMILES,Lamin A splicing,NPSR antag,GLA spleen mod,CBFb-RUNX1 inh,IMPase Li inh,Epigenetic derep,Luc counter
Cc1sc2ncnc(-n3cnc4ccccc43)c2c1C,-4%,-12%[46.1 µM],1%,2%,-20%[38.3 µM],-0.9%,13%
COc1ccc(/C(C)=N/NC(=O)c2sccc2-n2cccc2)cc1,15%[9.22 µM],-14%,-3%,6%,1%,1.0%,1%
COC(=O)Cc1ccc(NC(=S)NCCC(C)C)cc1,?,-2%,9%,-1%,-2%,-3.8%,-3%
Clc1ccccc1OCc1nnc(-c2ccccc2Br)o1,2%,-21%[46.1 µM],4%,21%,4%[38.3 µM],0.8%,1%
CCOc1ccc(N(CC(=O)Nc2ccccc2)S(C)(=O)=O)cc1,?,1%[46.1 µM],10%,-2%,-7%[38.3 µM],0.0%,-4%
CCN(CC)c1ccc(-c2nc3cnccc3n2C)cc1,?,-23%[46.1 µM],2%,3%,22%[38.3 µM],0.4%,-5%
CC(=O)NC(NC(=S)Nc1ccc(N=Nc2ccccc2)cc1)C(Cl)(Cl)Cl (stereo not given),?,-24%[46.1 µM],-3%,-2%,34%[activator][38.3 µM],1.1%,1%
CN(Cc1cccc(-n2cccn2)c1)Cc1cn(C)nc1-c1ccccc1F,?,-2%,7%,2%,2%,1.1%,0%
CCCCN(C)C(=O)c1cn(CC)c2nc(C)ccc2c1=O,5%,11%[46.1 µM],-12%,1%,-9%[38.3 µM],-0.9%,3%
N/C(CC(=O)Nc1cc(C(F)(F)F)ccc1Cl)=N\O,/,-18%,-2%,2%,6%,-0.2%,-2%[7.66 µM]
CN1CCc2c(sc3c2C(=O)NC(c2cccs2)N3)C1 (stereo not given),-4%,-5%[46.1 µM],?,-9%,7%,0.9%,4%
COc1cccc(NC(=O)CN(C)CC(=O)Nc2ccc(Cl)cc2[N+](=O)[O-])c1,?,-6%,7%,?,-4%,-2.7%,1%
CC(NC(=O)CC1SC(N)=NC1=O)c1ccccc1 (stereo not given),-1%[46 µM],8%,4%,-2%,1%,-2.3%,1%
O=C(C1CCCO1)N1CCN(C(=S)Nc2ccc(Cl)cc2Cl)CC1 (stereo not given),?,4%,4%,6%,-5%,0.0%,0%
Clc1ccc(Cn2ncc3c(NCc4cccnc4)ncnc32)cc1,?,0%[46.1 µM],-9%,5%,12%[38.3 µM],-0.8%,0%
CCOC(=O)C1=C(C)N(C)C(=S)N(C)C1c1ccc(OC)cc1 (stereo not given),/,-5%,5%,-6%,7%,-0.2%,-1%
CCOC(=O)c1c(C)[nH]c(C(=O)COC(=O)c2ccc(O)cc2)c1C,/,9%[7.67 µM],-5%,-10%,/,0.0%,/
Nc1nonc1-n1nnc(C(=O)c2ccccc2)c1-c1ccccc1,10%,-9%[46.1 µM],-5%,0%,36%[activator][38.3 µM],0.0%,-2%
Cc1ccc(NC(=O)CCNS(=O)(=O)c2cccc3nsnc23)cc1,-6%,0%,3%,8%,-1%,0.7%&0.2%,2%
CC1(C(=O)CSc2ncn[nH]2)CCC(=O)O1 (stereo not given),9%,-10%[46.1 µM],-6%,4%,0%[38.3 µM],-1.0%,3%
CC12CCC(C(=O)Nc3cccc(NC(=O)C45CCC(C)(C(=O)O4)C5(C)C)n3)(OC1=O)C2(C)C,-1%,-7%[46.1 µM],-5%,4%,21%[38.3 µM],-1.2%,3%
COc1ccc(S(=O)(=O)NCCc2nnc3ccc(SCC(=O)Nc4nc(C)cs4)nn23)cc1,16%,4%,-1%,-4%,3%,2.2%,0%
CC1(c2ccc(OC(F)F)cc2)NC(=O)N(CC(=O)Nc2cccc(S(N)(=O)=O)c2)C1=O (stereo not given),/,3%,11%,4%,/,-0.6%,/
N#Cc1cccc(NC(=O)N2CC[C@@]3(CCCN(C(=O)c4csnn4)C3)C2)c1,/,/,2%,/,2%,/,-3%
COc1ccc(CCN(Cc2cc3ccc(C)cc3[nH]c2=O)C(C)=O)cc1OC,/,-1%,6%,6%,/,1.0%,/

# 4 entries from above, ordered by the value under CBFb-RUNX1 inh, smallest number first:
compound	CBFb-RUNX1 inh
CCOC(=O)c1c(C)[nH]c(C(=O)COC(=O)c2ccc(O)cc2)c1C	-10%
COc1ccc(S(=O)(=O)NCCc2nnc3ccc(SCC(=O)Nc4nc(C)cs4)nn23)cc1	-4%
Cc1sc2ncnc(-n3cnc4ccccc43)c2c1C	2%
COc1ccc(CCN(Cc2cc3ccc(C)cc3[nH]c2=O)C(C)=O)cc1OC	6%

# (listing goes on)
SMILES,Lamin A splicing,NPSR antag,GLA spleen mod,CBFb-RUNX1 inh,IMPase Li inh,Epigenetic derep,Luc counter
Cc1cc(C)n(-c2nc3c(c(=O)[nH]c(=O)n3C)n2Cc2ccc(F)cc2)n1,-8%,-11%[46.1 µM],0%,4%,16%[38.3 µM],2.5%,2%
O=[N+]([O-])c1ccccc1-c1cc(-c2cc(Cl)ccc2O)n[nH]1,-7%,-42%,2%,1%,6%,0.9%,-3%
Cc1c(C(=O)O/N=C(\N)c2ccccn2)cccc1[N+](=O)[O-],/,-7%,8%,-4%,/,0.1%,/
CC1CCCC(NC(=O)COC(=O)[C@@H](NC(=O)c2ccco2)C(C)C)C1C (stereo not given in full),/,-10%,4%,4%,27%,0.0%,1%
CCCCCC(=O)Nc1ccc(-c2cn3cccnc3n2)cc1,/,-19%,?,7%,-19%,-2.2%,-3%
CCN1C(=S)SC(=O)C1=C1C=C(C)OC(C)=C1,2%,-2%[46.1 µM],4%,-9%,10%[38.3 µM],1.0%,14%
CC(=O)N1CCC(Nc2ccc(C)cc2)CC1,-1%,-1%[46.1 µM],1%,3%,4%[38.3 µM],-1.2%,0%
CCNc1nc(NCC)n2c(SCc3ccc(F)cc3)nnc2n1,-3%,-7%[46.1 µM],2%,8%,25%[38.3 µM],-2.1%,0%
Oc1ccc(Cl)cc1C1=Nc2ccccc2N=C(c2ccco2)C1,12%,?,0%,-3%,?,17%,1%
Cc1ccc(Nc2nnc(-c3ccc4c(c3)OCO4)o2)c(C)c1,/,8%,0%,7%,3%,-0.3%,-6%[7.66 µM]
CC(=O)Oc1cc2c(C(=O)NCc3ccncc3)c(C)oc2c2ccccc12,/,-10%,3%,-1%,/,0.0%,/
Cc1ccc(NC(=O)CC2NCCN(Cc3ccccc3)C2=O)cc1 (stereo not given),4%[46 µM],-20%,-1%,2%,/,1.1%,/
CC(=O)Nc1cccc(C(=O)NCC2(N3CCCCC3)CCCCC2)c1,/,11%,-20%,9%,2%,1.6%,-3%
Cc1ccc2[nH]c(=O)c(CN(Cc3cccs3)C(=S)NCc3ccco3)cc2c1,-9%,-22%,2%,-10%,9%,?,0%
C#CC1(NC(=O)NC(C)C)CCCCC1,8%[46 µM],6%,-2%,-1%,-2%,1.1%[10.1 µM],-7%
